IDH1 R132H inh – inhibitors of human mutant IDH1 R132H. O75874. IDH1-R132H enzyme, NADPH consumption, diaphorase/resazurin fluorescence. Potency, µM (doses to about 76.6 µM), without a hit: top-dose activity change, negative = inhibition, most hits filed as inhibitors. 390,000 tested, 0.093% active. AID 602179; further: potency means the concentration at half of the fitted maximal effect; on the % scale 0 is the no-effect control and ±100 the full control effect; nearly all actives have a fitted effect of over 65% in size
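IDH1-R132H (0.5 ug/mL dispensed) in pH 7.5 Tris buffer was preincubated 30 min with compound, then given a substrate mix of 0.016 mM NADPH and 2 mM alpha-KG for 80 min at room temperature; remaining NADPH was read by diaphorase/resazurin fluorescence.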
USP1-UAF1 inh – blocks the human USP1/UAF1 deubiquitinase complex; O94782; 390,000 tested, 0.23% active; Potency, µM (doses to about 57.1 µM), without a hit: at the highest dose activity change, negative = inhibition, actives largely listed as inhibitors; recombinant USP1/UAF1, Ub-Rhodamine cleavage fluorescence; further: potency means the concentration at half of the fitted maximal effect; on the % scale 0 is the no-effect control and ±100 the full control effect; nearly all actives have a fitted effect of over 60% in size; inactives centre near -12
Target sequence (O94782 whole entry, looked up): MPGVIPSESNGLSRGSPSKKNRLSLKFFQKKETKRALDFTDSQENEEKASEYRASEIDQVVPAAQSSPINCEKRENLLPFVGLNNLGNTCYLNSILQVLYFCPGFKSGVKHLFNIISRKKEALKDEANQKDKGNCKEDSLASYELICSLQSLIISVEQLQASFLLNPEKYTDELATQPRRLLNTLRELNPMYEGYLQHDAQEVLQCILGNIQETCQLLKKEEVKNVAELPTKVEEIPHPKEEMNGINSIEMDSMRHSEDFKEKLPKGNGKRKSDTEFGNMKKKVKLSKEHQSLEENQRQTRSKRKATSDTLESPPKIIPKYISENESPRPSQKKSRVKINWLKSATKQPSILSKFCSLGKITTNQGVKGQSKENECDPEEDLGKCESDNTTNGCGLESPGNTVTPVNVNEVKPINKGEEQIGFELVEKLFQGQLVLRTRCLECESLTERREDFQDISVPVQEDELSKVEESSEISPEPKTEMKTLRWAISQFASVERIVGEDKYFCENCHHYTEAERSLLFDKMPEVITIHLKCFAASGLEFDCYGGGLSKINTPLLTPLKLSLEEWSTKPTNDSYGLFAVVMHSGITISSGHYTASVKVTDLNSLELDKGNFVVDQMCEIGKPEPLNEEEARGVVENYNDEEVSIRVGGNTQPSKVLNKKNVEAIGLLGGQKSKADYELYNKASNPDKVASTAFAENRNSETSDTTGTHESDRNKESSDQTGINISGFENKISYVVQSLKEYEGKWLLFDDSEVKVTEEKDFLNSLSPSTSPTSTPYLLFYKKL
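USP1/UAF1 complex (1 nM) preincubated 15 min at room temperature with compound, then Ub-Rho substrate (150 nM final) added. Kinetic fluorescence at 480/540 nm over 6 reads at 60 s intervals; 50 mM HEPES pH 7.8, 0.5 mM EDTA, 0.1 mg/ml BSA, 1 mM TCEP, 0.01% Tween-20.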
TRHR agonist – TRH receptor (human) agonism | P34981 | TRHR cells, calcium flux fluo-8, FDSS agonist mode | activation, % at 2 µM | 360,000 tested, 0.18% active | AID 493084; in the data active means activation above about 30%; further: 0% is about no effect
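Read-out: compound-evoked intracellular calcium rise in TRHR cells, fluo-8 dye, kinetic FDSS fluorescence at 1 s/cycle following a 10-cycle baseline. Cells cultured overnight before dye loading (30 min–1.5 h, RT).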
Pin1 inhibitor – blocks the human prolyl isomerase Pin1; Pin1 FP peptide displacement, HiFluor488, 10 min; Potency, µM (series often up to 115 µM), for the others: at the highest dose activity, negative = inhibition, most hits filed as inhibitors; 390,000 tested, 0.009% active; AID 504891; active means well fitted inhibition curve with a large enough effect in the polarisation, with a control signal flat, not every such curve was filed as active; inconclusive means small, poorly fitted or top-dose-only effect, or effect the other way, or a change in a side signal; inactive means no such curve, though single readings can be large or run the other way; the % refers to the polarisation; further: potency means the concentration at half of the fitted maximal effect; on the % scale 0 is the no-effect control and ±100 the full control effect
Target sequence (Q13526 whole entry, looked up): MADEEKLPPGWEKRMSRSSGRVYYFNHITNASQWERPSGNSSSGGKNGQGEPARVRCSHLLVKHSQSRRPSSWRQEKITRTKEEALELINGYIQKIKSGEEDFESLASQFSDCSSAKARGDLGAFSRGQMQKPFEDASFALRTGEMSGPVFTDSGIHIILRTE
TrxR1 inh – blocks rat thioredoxin reductase 1 | recombinant rTrxR1, NADPH fluorescence consumption, selenite substrate | Potency, µM (doses to about 114 µM), for inactives: at the top dose activity change, negative = inhibition, usual class: inhibitors | 390,000 tested, 1% active | AID 588453; further: potency means the concentration at half of the fitted maximal effect; on the % scale 0 is the no-effect control and ±100 the full control effect; nearly all actives have a fitted effect of over 65% in size
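Rat TrxR1 (90 nM in the dispensed reagent) was pre-reduced with 400 uM NADPH for 5 min at room temperature, then incubated with compound for 15 min. After 400 uM selenite was added, NADPH fluorescence (Ex 340/Em 450 nm) was followed for 8 min.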
TrxR1 substrate – rat thioredoxin reductase 1 substrate activity | O89049 | purified TrxR1 substrate turnover, NADPH consumption readout | Potency, µM (doses to about 114 µM), for the others: top-dose activity change, negative = substrate turnover | 390,000 tested, 0.01% active | AID 588456; further: potency means the concentration at half of the fitted maximal effect; on the % scale 0 is the no-effect control and ±100 the full control effect; nearly all actives have a fitted effect of over 50% in size
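Rat TrxR1, dispensed at 90 nM, was prereduced with 400 uM NADPH (final) for 5 min at ~22 deg C, then incubated with compound 15 min before 400 uM selenite. A first-read NADPH fluorescence drop versus no-compound background flagged substrates.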
D2 antagonist – D2 dopamine receptor (human) antagonism; AID 485344; inhibition, % at 10 µM; P14416; HEK293 TREx D2 cells, calcium flux, dopamine EC80; 340,000 tested, 2% active; in the data active means inhibition above about 30%; further: 0% is about no effect
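Measurement of antagonist activity uses fluorescent calcium dye in inducible HEK293 T-REx D2 cells: 10 s baseline, compound addition with 180 s read, EC80 dopamine addition with a further 180 s read.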
TRHR enhancer – allosteric enhancers of human TRH receptor; TRHR cells, fluo-8 calcium fluorescence, EC20 TRH enhancement; enhancement, % at 2 µM; 360,000 tested, 0.66% active; AID 493056; in the data active means enhancement above about 30%; further: 0% is about no effect
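TRHR-expressing cells loaded with fluo-8 calcium dye were read kinetically (ex 480/em 530) during compound addition, then stimulated with an EC20 of TRH (10 nM final). Enhancement of the Gq-mediated intracellular calcium response was scored.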
D2 ag – D2 dopamine receptor (human) agonism. P14416. HEK293 T-REx D2 cells, calcium flux agonist mode. activation, % at 2 µM. 340,000 tested, 0.53% active;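 active means activation over 3 SD above normal in the single-dose calcium agonist read, cut at about 30% in these data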; further: 0% is about no effect
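Tetracycline-induced HEK293 Trex cells with D2 receptor force-coupled to calcium signaling, plated overnight at 30 C and loaded with no-wash calcium dye. Calcium flux read kinetically for 180 s after compound addition; responses flag agonists.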
The depositor's hits bear a star; ? = inconclusive; · = no result given; & = joins results of further samples; [ ] = dose if it differs, or a comment. Unless noted, the call rests on the fitted dose curve; in most records, active means well fitted inhibition curve with a large enough effect; inconclusive means small, poorly fitted or top-dose-only effect; inactive means no such curve, though single readings can be large or run the other way. Not all compounds are listed; rates above refer to the full screens.

SMILES	IDH1 R132H inh	USP1-UAF1 inh	TRHR agonist	Pin1 inhibitor	TrxR1 inh	TrxR1 substrate	D2 antagonist	TRHR enhancer	D2 ag
CCN(CC)CCCN(Cc1cc2cc3c(cc2[nH]c1=O)OCO3)C(=S)Nc1ccc(OC)cc1	14%	-16%	-1.0	-1%	19%[57.1 µM]	18%	0	-3	-0.2
Cc1ccc(C(=O)NC(=S)Nc2cccc3c(C)cc(C)nc23)cc1	-3%	-13%	0.2	10%	18%[0.457 µM]	3%	-5	-3	-0.9
Cc1[nH]n(-c2cccc(Cl)c2)c(=O)c1/C=N/n1c(C)nc2ccccc2c1=O	5%	-15%	-0.6	9%	-15%	-12%	-2	-3	-1.0
COCCN(Cc1cc2cc(C)ccc2n2nnnc12)C(=S)Nc1ccccc1C	0%	-3%	0.4	9%	8%	-4%	-15	-1	1.7
O=C(COc1ccc(S(=O)(=O)N2CCCCC2)cc1Cl)N1CCCC1	0%	-12%	1.1	-2%	?	-1%[57.1 µM]	-17	-6	0.1
NC(=O)c1cc([N+](=O)[O-])cc2c1C=Cc1ccccc1O2	16%	1%	-1.1	-2%	16%[57.1 µM]	8%[57.1 µM]	-1	-3	-1.0
COc1ccc(-c2noc(CNC(=O)C(C)Oc3ccccc3)n2)cc1 (configuration not stated)	1%	-5%	-1.0	3%	27%	-3%	2	-8	-1.0
CN(C)c1ccc(C(CNC(=O)c2ccccc2C(F)(F)F)N2CCOCC2)cc1 (configuration not stated)	-6%	-23%	0.2	-3%	9%[57.1 µM]	2%[57.1 µM]	·	5	1.6
CC(=O)c1ccc(S(=O)(=O)Nc2cccc(-n3cnnn3)c2)cc1	1%	-7%	0.7	-16%	7%	7%	9	-1	1.2
Cc1cccc(C(=O)OCc2cc(=O)n3nc(-c4cccs4)sc3n2)c1	6%	-7%	0.2	?	13%[57.1 µM]	0%[57.1 µM]	·	1	0.0
CC(=O)Nc1ccc(NC(=O)c2cc(=O)c3cc(C)c(C)cc3o2)cc1	11%	-1%	-0.9	-3%	14%	2%	5	-1	-1.9
COC(=O)Nc1ccc(S(=O)(=O)N2CCCCC2C(=O)O)cc1 (configuration not stated)	-9%	-19%	0.3	-1%	7%	2%	13	0	0.1
CC1(C)CC(=O)C(N=Nc2ccc(S(=O)(=O)N3CCCCCC3)cc2)=C(O)C1	-2%	-18%	-0.7	-5%	13%	5%	-4	10	-2.9
O=C(Cc1ccccc1)Nc1cccc(S(=O)(=O)N2CCCCCC2)c1	-1%	-25%	-0.5	0%	21%	0%	12	-11	-1.9
NS(=O)(=O)c1ccc(CCNCc2ccccc2OCc2ccc(F)cc2)cc1	-2%	-6%	0.8	1%	4%[57.1 µM]	10%[57.1 µM]	-15	-16	1.5

Some of these compounds in order of molar mass, smallest number first.
SMILES	IDH1 R132H inh	USP1-UAF1 inh	TRHR agonist	Pin1 inhibitor	TrxR1 inh	TrxR1 substrate	D2 antagonist	TRHR enhancer	D2 ag
NC(=O)c1cc([N+](=O)[O-])cc2c1C=Cc1ccccc1O2	16%	1%	-1.1	-2%	16%[57.1 µM]	8%[57.1 µM]	-1	-3	-1.0
COC(=O)Nc1ccc(S(=O)(=O)N2CCCCC2C(=O)O)cc1 (configuration not stated)	-9%	-19%	0.3	-1%	7%	2%	13	0	0.1
CC(=O)c1ccc(S(=O)(=O)Nc2cccc(-n3cnnn3)c2)cc1	1%	-7%	0.7	-16%	7%	7%	9	-1	1.2
Cc1ccc(C(=O)NC(=S)Nc2cccc3c(C)cc(C)nc23)cc1	-3%	-13%	0.2	10%	18%[0.457 µM]	3%	-5	-3	-0.9
CC(=O)Nc1ccc(NC(=O)c2cc(=O)c3cc(C)c(C)cc3o2)cc1	11%	-1%	-0.9	-3%	14%	2%	5	-1	-1.9
COc1ccc(-c2noc(CNC(=O)C(C)Oc3ccccc3)n2)cc1 (configuration not stated)	1%	-5%	-1.0	3%	27%	-3%	2	-8	-1.0
O=C(Cc1ccccc1)Nc1cccc(S(=O)(=O)N2CCCCCC2)c1	-1%	-25%	-0.5	0%	21%	0%	12	-11	-1.9
Cc1cccc(C(=O)OCc2cc(=O)n3nc(-c4cccs4)sc3n2)c1	6%	-7%	0.2	?	13%[57.1 µM]	0%[57.1 µM]	·	1	0.0
O=C(COc1ccc(S(=O)(=O)N2CCCCC2)cc1Cl)N1CCCC1	0%	-12%	1.1	-2%	?	-1%[57.1 µM]	-17	-6	0.1
CC1(C)CC(=O)C(N=Nc2ccc(S(=O)(=O)N3CCCCCC3)cc2)=C(O)C1	-2%	-18%	-0.7	-5%	13%	5%	-4	10	-2.9
NS(=O)(=O)c1ccc(CCNCc2ccccc2OCc2ccc(F)cc2)cc1	-2%	-6%	0.8	1%	4%[57.1 µM]	10%[57.1 µM]	-15	-16	1.5
COCCN(Cc1cc2cc(C)ccc2n2nnnc12)C(=S)Nc1ccccc1C	0%	-3%	0.4	9%	8%	-4%	-15	-1	1.7
CCN(CC)CCCN(Cc1cc2cc3c(cc2[nH]c1=O)OCO3)C(=S)Nc1ccc(OC)cc1	14%	-16%	-1.0	-1%	19%[57.1 µM]	18%	0	-3	-0.2

(listing goes on)
SMILES	IDH1 R132H inh	USP1-UAF1 inh	TRHR agonist	Pin1 inhibitor	TrxR1 inh	TrxR1 substrate	D2 antagonist	TRHR enhancer	D2 ag
Cc1cc(C)n(-c2nc(O)cc(=O)[nH]2)n1	0%	-21%	0.0	-8%	9%[57.1 µM]	5%[57.1 µM]	·	-2	·
COc1ccc(OC)c(C2=NOC(C(=O)Nc3cc(C)on3)C2)c1 (configuration not stated)	0%	-14%	-0.2	-8%	-6%	-4%	-11	5	-0.4
Cn1c(=O)cc(SCC(=O)NCCC2=CCCCC2)c2ccccc21	7%	-17%	-1.0	1%	17%	8%	2	-3	-1.0
CCn1nccc1C(=O)Nc1ccc(Cl)cn1	2%	-3%	-1.9	6%	-3%	-5%	16	8	-1.7
COc1ccc2c(c1)C(C)CC(C)(C)N2C(=O)CSc1ncn[nH]1 (configuration not stated)	8%	-18%	-0.2	3%	8%	3%	-18	-1	-0.5
O=C(Nc1cccc(C(=O)O)c1)Nc1ccccc1Cl	-7%	-11%	0.5	-6%	8%	-2%	-1	23	2.1
O=C(CS(=O)(=O)c1cccc2nsnc12)Nc1cc(F)ccc1F	-3%	-26%	-0.5	3%	19%[57.1 µM]	0%[57.1 µM]	·	0	-3.3
COCCNC(=O)c1cccc(OC2CCN(Cc3ccccc3C)CC2)c1	12%	-23%	0.2	-11%	19%	3%	·	-5	·
Cc1ccc(CNC(=O)CCNS(=O)(=O)c2cccc3nsnc23)cc1	-2%&1%	-8%&-20%	-0.3&-0.3	3%&3%	-1%&3%	-3%&-2%	4	3&-2	-0.2&0.0
Cn1c(=O)c2c(nc(-c3ccccc3)n2C)n(Cc2ccccc2)c1=O	3%	-4%	-1.3	-8%	19%	33%[activator]	9	-6	1.6
CCN1CCN(CCNC(=O)CSCc2nc(-c3ccc(OC)c(OC)c3)oc2C)CC1	0%	-19%	0.7	-4%	14%[57.1 µM]	19%[57.1 µM]	-12	7	0.2
O=C1C[C@@H]2c3c(cccc3CN1Cc1ccccc1Br)C[C@@H](O)[C@H]2O	-3%	-14%	·	-14%	24%&-2%	7%&1%	·	·	·
CCOC(=O)N1CCN(c2nc3ccc(C(=O)c4ccccc4)cc3n3cnnc23)CC1	-5%	-14%	-0.6	20%	13%	1%	15	2	-0.3
C[C@H](NC(=O)c1ccco1)C(=O)Nc1cc(S(=O)(=O)N2CCCC2)ccc1OCC(F)(F)F	-3%	-13%	·	2%	14%	6%	·	·	·
Cc1ccc(C(=O)Nc2ccccc2)cc1S(=O)(=O)Nc1ccc(Br)cc1	-6%	?	0.2	7%	-5%	-6%	·	-1	-1.9
NNC(=O)c1cc(O)c(O)c(O)c1	0%	-8%	0.5	?	-17%[57.1 µM]	1%	-18	-5	2.5
CCN(C(=O)c1cn(C)c(=O)c2cc(OC)c(OC)cc12)c1ccccc1C	-6%	-23%	-0.1	-7%	-8%	-2%	·	-24	·
CC(=O)Nc1ccc(S(=O)(=O)n2cnc(C)c2)cc1	1%	-6%	0.3	2%	14%[57.1 µM]	9%[57.1 µM]	-3	1	-0.2
CCOC(=O)c1cnc2ccc(Cl)cc2c1Nc1ccc(N2CCOCC2)cc1	0%	-6%	-1.6	1%	4%	-2%	·	25	-0.5
CCS(=O)(=O)N1CCC(C(=O)Nc2cc([N+](=O)[O-])ccc2C)CC1	2%	-5%	0.3	0%	5%	1%	3	-3	0.3
Oc1ccc(C[C@H]2CNCCN2CCC23CC4CC(CC(C4)C2)C3)cc1	-14%	4%	0.4	0%	10%[57.1 µM]	4%[57.1 µM]	3	6	0.7
CC(CCc1ccccc1)NC(=O)CN1C(=O)NC2(CCCCC2C)C1=O (configuration not stated)	3%	-10%	0.0	-1%	18%	2%	24	2	-0.2
COc1ccc(OC)c(N(CC(=O)N2CCC(C)CC2)S(=O)(=O)c2ccccc2)c1	3%	-13%	-0.6	-9%	13%	4%	-3	4	0.7
O=C(NS(=O)(=O)Oc1cccc(Cl)c1Cl)OC[C@@H]1CCCN2CCCCC12 (some centres not stated)	8%	-15%	0.4	6%	14%	4%	7	-2	1.8
COc1ccc(N=Nc2c(N)nn(C)c2N)cc1	4%	-15%	·	-2%	-12%	-15%	·	·	·
Cc1ccc(CNCc2c(C(=O)O)n(Cc3ccccc3C)c3cc(C)ccc23)cc1	10%	-6%	-0.5	3%	3%	-3%	·	3	-1.3
